# PfHsp40 yeast = rescue of yeast from PfHsp40 toxicity, primary screen, S. cerevisiae, ATP luminescence; AID 504582, 2011; S. cerevisiae expressing PfHsp40, growth rescue; 340,000 tested, 0.68% active; growth rescue, % at 12.5 µM; in the data active = growth rescue above about 28%, passing the limit was not always enough;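 also: yeast W303a lacking pdr1 and pdr3 grown in galactose medium; growth measured after three days at 30 °C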
# GDH-TPI counter = GDH-TPI coupling enzyme inhibitors, primary screen, artefact control for M. tuberculosis FBA inhibitor project, biochemical, absorbance, full deck; GDH-TPI coupled enzyme counterscreen, NADH absorbance; inhibition, % at 4.8 µM; 360,000 tested, 1.2% active; AID 588335, 2011; in the data active = inhibition above about 30%;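 also: 0% = DMSO wells and 100% = wells lacking the enzyme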
# TcdB inh = TcdB glycohydrolase inhibitors, primary screen, biochemical, single point, plate reader; Toxin B (Clostridioides difficile), P18177; TcdB glycohydrolase enzymatic assay; inhibition, % at 9.99 µM; 350,000 tested, 0.24% active; AID 652162, 2013; in the data active = inhibition above about 10%
# Target sequence (P18177 whole entry, looked up): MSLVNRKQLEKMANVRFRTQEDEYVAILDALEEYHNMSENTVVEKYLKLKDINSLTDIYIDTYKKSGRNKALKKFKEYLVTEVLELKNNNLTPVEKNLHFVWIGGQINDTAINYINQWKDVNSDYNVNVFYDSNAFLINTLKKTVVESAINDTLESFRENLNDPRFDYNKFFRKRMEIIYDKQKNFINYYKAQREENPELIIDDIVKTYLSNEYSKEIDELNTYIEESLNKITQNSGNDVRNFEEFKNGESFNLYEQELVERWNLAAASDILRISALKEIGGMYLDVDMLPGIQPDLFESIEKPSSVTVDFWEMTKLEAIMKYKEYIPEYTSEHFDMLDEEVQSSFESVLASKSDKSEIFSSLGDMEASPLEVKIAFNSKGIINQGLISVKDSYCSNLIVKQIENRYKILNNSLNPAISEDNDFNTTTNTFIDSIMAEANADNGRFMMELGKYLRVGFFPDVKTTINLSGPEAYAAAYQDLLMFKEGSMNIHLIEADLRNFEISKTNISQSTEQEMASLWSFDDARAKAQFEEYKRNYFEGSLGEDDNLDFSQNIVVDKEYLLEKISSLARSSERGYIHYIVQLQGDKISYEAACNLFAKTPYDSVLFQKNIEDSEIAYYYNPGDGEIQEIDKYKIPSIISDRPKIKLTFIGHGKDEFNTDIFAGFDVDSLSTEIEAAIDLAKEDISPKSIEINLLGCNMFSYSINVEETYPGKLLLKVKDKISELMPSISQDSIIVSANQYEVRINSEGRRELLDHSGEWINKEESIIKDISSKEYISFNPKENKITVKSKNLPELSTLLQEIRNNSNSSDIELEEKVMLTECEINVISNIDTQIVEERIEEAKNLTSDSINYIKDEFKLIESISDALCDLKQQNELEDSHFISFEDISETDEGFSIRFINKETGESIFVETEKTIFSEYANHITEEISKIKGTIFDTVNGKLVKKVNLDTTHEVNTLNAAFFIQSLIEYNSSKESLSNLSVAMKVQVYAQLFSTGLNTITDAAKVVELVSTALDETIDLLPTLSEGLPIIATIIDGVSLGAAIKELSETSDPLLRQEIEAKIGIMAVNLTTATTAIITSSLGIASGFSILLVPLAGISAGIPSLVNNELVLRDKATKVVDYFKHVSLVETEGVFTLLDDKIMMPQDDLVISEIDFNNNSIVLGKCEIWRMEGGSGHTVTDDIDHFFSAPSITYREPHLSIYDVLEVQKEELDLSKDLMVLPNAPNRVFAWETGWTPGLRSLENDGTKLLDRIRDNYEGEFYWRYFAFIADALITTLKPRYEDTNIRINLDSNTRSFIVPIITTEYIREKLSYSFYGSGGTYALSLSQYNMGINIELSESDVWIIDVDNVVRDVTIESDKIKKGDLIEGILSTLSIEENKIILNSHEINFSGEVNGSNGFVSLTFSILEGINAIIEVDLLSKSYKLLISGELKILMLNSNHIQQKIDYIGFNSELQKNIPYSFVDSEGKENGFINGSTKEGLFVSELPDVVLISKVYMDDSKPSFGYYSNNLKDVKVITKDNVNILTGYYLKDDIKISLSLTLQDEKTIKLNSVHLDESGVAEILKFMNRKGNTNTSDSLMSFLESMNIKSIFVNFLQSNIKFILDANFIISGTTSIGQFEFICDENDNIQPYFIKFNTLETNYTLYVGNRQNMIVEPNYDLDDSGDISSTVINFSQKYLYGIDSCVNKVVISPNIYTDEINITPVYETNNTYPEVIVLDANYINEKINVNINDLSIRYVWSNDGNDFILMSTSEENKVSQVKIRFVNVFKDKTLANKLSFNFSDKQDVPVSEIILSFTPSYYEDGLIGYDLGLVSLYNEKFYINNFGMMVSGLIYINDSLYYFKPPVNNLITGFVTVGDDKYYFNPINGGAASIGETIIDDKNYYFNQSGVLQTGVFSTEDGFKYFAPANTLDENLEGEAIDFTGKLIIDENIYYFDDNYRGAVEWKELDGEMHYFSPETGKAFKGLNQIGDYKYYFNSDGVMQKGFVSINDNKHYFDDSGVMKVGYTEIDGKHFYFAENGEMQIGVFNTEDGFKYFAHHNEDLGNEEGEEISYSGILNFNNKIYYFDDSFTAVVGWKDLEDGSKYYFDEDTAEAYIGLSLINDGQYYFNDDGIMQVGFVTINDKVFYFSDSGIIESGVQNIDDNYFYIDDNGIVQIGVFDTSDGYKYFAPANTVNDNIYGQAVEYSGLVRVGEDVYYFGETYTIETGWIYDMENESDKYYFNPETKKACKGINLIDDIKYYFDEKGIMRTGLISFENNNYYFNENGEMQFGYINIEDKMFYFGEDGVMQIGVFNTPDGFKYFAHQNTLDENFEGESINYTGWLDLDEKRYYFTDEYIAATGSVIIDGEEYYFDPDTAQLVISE
# BioA inh = M. tuberculosis BioA enzyme inhibitors, primary screen, biochemical, plate reader, single point, HTS. 7,8-diaminopelargonic acid synthase BioA (Mycobacterium tuberculosis). purified M. tuberculosis BioA enzyme. inhibition, % at 9.99 µM. 360,000 tested, 0.096% active. AID 602481, 2012; in the data active = inhibition above about 40%
# UGM FP inh = M. tuberculosis UGM enzyme inhibitors, primary screen, biochemical, fluorescence polarization, single point; UDP-galactopyranose mutase (Mycobacterium tuberculosis (strain ATCC 25618 / H37Rv)), …; AID 504406, 2011; 320,000 tested, 0.06% active; inhibition, % at 10 µM; purified UGM, fluorescence polarization probe displacement; in the data active = inhibition above about 10%, passing the limit was not always enough
# Yp Topo-I inh = Yersinia pestis topoisomerase I inhibitors, primary screen, biochemical, cleavage product accumulation, plate reader, single point. DNA topoisomerase I (Yersinia pestis CO92). Y. pestis Topo-I cleavage product accumulation. activity, % at 10 µM. 360,000 tested, 0.064% active. AID 504884, 2011; in the data active = activity above about 50%, passing the limit was not always enough; also: inactives centre near 2
# FadD28 FP inh = inhibitors of FadD28 bisubstrate probe binding, primary screen, biochemical, fluorescence polarization, single point; inhibition, % at 12.5 µM; 360,000 tested, 0.22% active; AID 588549, 2011; in the data active = inhibition above about 8.5%, passing the limit was not always enough
# FBA Mtb inh = Mtb FBA enzyme inhibitors, primary screen, biochemical, fluorescence, strain H37Rv | Fructose-bisphosphate aldolase (Mycobacterium tuberculosis (strain ATCC 25618 / H37Rv)), … | purified M. tuberculosis FBA, fluorescence read-out | inhibition, % at 1 µM | 360,000 tested, 2.3% active | AID 588726, 2011; in the data active = inhibition above about 27%;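 also: 0% = vehicle and 100% = reference inhibitor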
# Vc quorum ag = inducers of Vibrio cholerae quorum light production without autoinducers, primary screen, BH1578 luxS cqsA deficient, single point; 350,000 tested, 0.16% active; V. cholerae BH1578 lux reporter, luminescence, 6 h; activation, % at 18.7 µM; in the data active = activation mostly above about 9.7%, no sharp cut-off; also: not every result past the cut was called active; inactives centre near 0; reference of the scale not given here
# * marks the source's active call; other numbers are inactive results; i = inactive; . = no result given; & = joins results of further samples.
SMILES,PfHsp40 yeast,GDH-TPI counter,TcdB inh,BioA inh,UGM FP inh,Yp Topo-I inh,FadD28 FP inh,FBA Mtb inh,Vc quorum ag
COc1ccc2ccc(OCC(=O)N3c4ccccc4NC(=O)CC3C)cc2c1 (configuration not stated),0.3,-0.4,2.8,1.0,0.3,4.1,-1.4,3.5,-0.5
S=C(S)N1CCCC1,-2.1,9.8,1.2,-1.3,6.2,-5.6,-1.5,5.9,i
CC(=O)c1c(Cl)nc2ccc(Br)cc2c1-c1ccccc1,0.0,10.3,-2.9,-1.1,-0.2,3.5,0.4,0.5,-0.4
CCN(C(=O)c1ccnc(C(C)(C)C)c1)c1ccccc1,-0.2,3.8,2.6,.,-1.5,-2.5,-1.9,-2.0,i
Cc1cc(-c2ccc3c(c2)COc2c4ccccc4nn2-3)on1,-0.8,25.0,.,0.7,-3.5,-2.4,-0.7,10.3,0.8
COc1ccc(C)cc1NCC(=O)Nc1ccc(C(C)(C)C)cc1,-2.1,8.0,.,-0.1,3.5,14.9,-1.2,-4.3,0.7
COc1cc(C(=O)Nc2cc(C(F)(F)F)ccc2N2CCOCC2)ccc1OCC(=O)N1CCOCC1,0.8,-9.5,2.1,.,-1.7,24.1,-2.8,-1.2,-0.4
Cc1c(C2N3CC4(C)CN2CC(C)(C3)C4=O)c2ccccc2n1C (configuration not stated),-0.6,12.8,.,.,-0.9,20.5,0.4,-1.8,i
O=C(O)c1ccc(NC(=O)c2cccc(NC(=O)c3cccs3)c2)cc1,0.6,2.5,.,1.6,-1.8,0.0,-4.5,3.8,i
Fc1ccc(/C=N/Nc2nnnn2-c2ccccc2)cc1,0.3,1.9,0.6,.,-0.6,-1.4,-0.6,0.7,i
Cc1cc2c(cc1S(=O)(=O)CCC(=O)N(C)Cc1ccccc1)OCC(=O)N2,0.1,-1.3,0.4,4.9,-0.3,2.8,-2.3,4.0,i
COc1ccc(-c2nc(CN3CCC(c4ccccc4)CC3)c(C)o2)cc1OC,-0.1,-4.5,2.4,.,-2.5,27.4,1.0,-0.4,i
CCOC(=O)/C=c1\s/c(=C\c2ccc3c(c2)OCCO3)c(=O)n1CC(=O)NCC1CCCO1 (configuration not stated),-0.4,-0.9,.,-2.7,-2.9,-10.6,-2.7,0.6,i
CN(CCOc1ccccc1)C(=O)c1ccc(OC2CCN(C(=O)C3CC3)CC2)cc1,0.2,-9.5,0.2,5.9,-1.5,10.9,-2.5,-3.0,i
CCC(=NCc1cccnc1)c1c(O)n(-c2ccc(C)cc2)c(=O)[nH]c1=O,1.2,0.7,2.7,.,-2.3,4.3,-1.9,1.7,0.0

# Entries from the list above that have sulfur, in the order listed:
SMILES,PfHsp40 yeast,GDH-TPI counter,TcdB inh,BioA inh,UGM FP inh,Yp Topo-I inh,FadD28 FP inh,FBA Mtb inh,Vc quorum ag
S=C(S)N1CCCC1,-2.1,9.8,1.2,-1.3,6.2,-5.6,-1.5,5.9,i
O=C(O)c1ccc(NC(=O)c2cccc(NC(=O)c3cccs3)c2)cc1,0.6,2.5,.,1.6,-1.8,0.0,-4.5,3.8,i
Cc1cc2c(cc1S(=O)(=O)CCC(=O)N(C)Cc1ccccc1)OCC(=O)N2,0.1,-1.3,0.4,4.9,-0.3,2.8,-2.3,4.0,i
CCOC(=O)/C=c1\s/c(=C\c2ccc3c(c2)OCCO3)c(=O)n1CC(=O)NCC1CCCO1 (configuration not stated),-0.4,-0.9,.,-2.7,-2.9,-10.6,-2.7,0.6,i

# The results go on:
SMILES,PfHsp40 yeast,GDH-TPI counter,TcdB inh,BioA inh,UGM FP inh,Yp Topo-I inh,FadD28 FP inh,FBA Mtb inh,Vc quorum ag
COc1cccc(NC(=O)CSc2nnc(-c3ccco3)c(-c3ccco3)n2)c1,0.0,9.0,-0.5,1.8,1.0,-0.8,.,-3.5,0.0
O=C(NC(=S)Nc1ccc(C(F)(F)F)cc1)c1csnn1,-1.1,-2.5,1.5,.,-3.9,2.1,-0.3,1.4,-0.4
CNC(=O)OCc1cccc(COC(=O)NC)n1,0.2,-5.6,.,1.0,0.3,1.4,-0.8,0.1,.
NC(=O)C1CCN(C(=O)c2ccc(CS(=O)(=O)c3c(Cl)cccc3Cl)o2)CC1,-0.2,-3.4,1.4,0.7,-0.5,-5.0,-0.4,2.6,-0.1
C[C@H](CO)N1C[C@H](C)[C@@H](CN(C)C(=O)NC2CCCCC2)Oc2c(NC(=O)c3ccncc3)cccc2C1=O,-0.7,11.8,0.7&0.8,-1.6&-1.9,-0.5,-6.0,-1.2,3.3,i
O=C1C2C3C=CC(C4CC34)C2C(=O)N1CCCCN1CCN(c2ccc(F)cc2)CC1 (configuration not stated),-0.7,-17.0,0.4,1.5,1.4,11.9,-1.2,6.3,1.8
O=C(NCc1ccc(F)cc1)c1ccc(N2CCc3ccccc32)c([N+](=O)[O-])c1,2.6,1.5,2.7,.,0.5,-9.1,-1.9,-3.6,0.0
N#CCOc1ccccc1CNC[C@H]1O[C@@H](n2cnc3c(=O)[nH]c(N)nc32)[C@H](O)[C@@H]1O,.,.,-0.1,-0.9,.,.,-0.3,3.1,.
Cc1ccc(NC(=O)N2CCCC2c2cccs2)cc1 (configuration not stated),1.7,-2.7,0.7,.,5.0,-5.0,-2.8,-2.0,-0.2
CN(C)C(CNC(=O)c1ccc([N+](=O)[O-])cc1Cl)c1ccco1 (configuration not stated),-1.0,-3.8,1.4,-0.7,-0.2,-1.7,-3.3,-0.4,-0.2
COc1cc(OC)cc(-c2nnc(SCC(=O)N(C(C)C)C(C)C)o2)c1,-0.8,-0.8,0.8,0.1,2.1,-2.7,-2.8,3.8,-0.5
CCC(C)c1ccccc1NC(=O)CN(C)CC(=O)Nc1ccccc1SC (configuration not stated),0.3,6.2,-0.1,2.3,0.0,33.5,-4.7,-2.8,10.0
O=S(=O)(NCc1ccc2c(c1)OCO2)c1ccccc1F,0.5,5.1,0.1,-0.7,3.4,-16.2,-4.0,1.2,-0.4
CCOC(=O)N1CCC(N2CCN(S(=O)(=O)c3ccc4ccccc4c3)CC2)CC1,0.2,-3.6,.,-0.2,1.8,24.5,0.1,1.4,-0.3
CCCOP(=O)(c1ccc(N(C)C)cc1)C(Nc1ccccc1)c1ccc(C)cc1 (configuration not stated),5.9,-3.4,0.3,.,4.0,6.7,-2.3,1.5,-0.8
COC(=O)COc1ccccc1/C=C1/NC(=O)NC1=O,-1.2,22.5,.,-1.7,0.5,-6.9,-3.5,0.0,-2.7
COc1cc(CNC2CCCC2)c(Br)cc1OCc1ccccc1,-0.4,-1.9,0.8,0.2,0.8,10.2,-1.5,4.2,-0.6
COC(=O)C1=C(C(=O)OC)SC(=C2C(=S)C(C)(C)N(C(=O)C(C)C)c3ccccc32)S1,-0.1,-2.4,.,0.3,3.6,0.1,-0.8,-1.6,i
NS(=O)(=O)c1ccc(CNC(=O)c2ccc(Cl)c(S(=O)(=O)NCc3ccccc3)c2)cc1,-1.1,-2.9,0.4,1.1,-1.9,4.3,-5.6,-0.4,-0.7
COc1ccc2oc3cc(C)[n+]([O-])c(-c4ccc(Br)cc4)c3c2c1,0.5,12.2,.,-0.2,0.8,3.1,-3.0,9.3,-0.6
CCS(=O)(=O)N1CCCC(C(=O)NCc2ccc(C)cc2)C1 (configuration not stated),-1.2,-1.9,.,-0.1,-1.3,3.7,-0.8,0.3,-0.6
CCOC(=O)c1ccc(NC2c3ccccc3C(=O)N2c2cccnc2)cc1 (configuration not stated),-0.8,7.2,0.9,12.6,-0.4,15.5,-1.1,-1.3,-0.2
Cc1c(CCC(=O)NCCCn2ccnc2)c(=O)oc2cc3occ(C(C)(C)C)c3cc12,-1.7,25.8,0.8,1.0,-0.2,13.5,-3.2,12.9,-0.2
COc1ccc2cc(CCNC(=O)C3CCCC3)c(=O)[nH]c2c1,-2.1,5.2,-1.7,-5.2,1.0,-3.0,0.2,10.6,-0.4
Cc1ccc(NC(=O)COC(=O)CSC(=S)N2CCOCC2)cc1C,-1.0,-4.1,0.3,.,0.8,6.4,-1.6,-0.6,-0.3
O=C(O)c1[nH]c(=O)[nH]c(=O)c1F,-0.8,1.4,1.1,-3.4,-1.5,2.6,-1.5,-0.7,i
CCOC(=O)C(NC(=O)c1ccccc1)(N1CCCC1=O)C(F)(F)F (configuration not stated),0.8,-2.9,.,-0.3,-0.2,12.4,-1.8,5.6,2.7
CCC(C)[C@H](NC(=O)OC(C)(C)C)C(=O)N/N=C/c1cccc2nccnc12 (some centres not stated),-0.4,23.1,-0.4,1.8,1.8,-1.6,-1.3,-1.1,-0.3
Cc1cccc2sc(NC(=O)CCn3cccc3)nc12,0.3,7.7,-2.6,.,-3.9,0.9,-1.4,2.3,-0.4
O=C(Nc1c(F)cc(F)cc1Br)C1CCCO1 (configuration not stated),2.7,10.5,.,.,-3.6,5.4,0.5,-0.3,0.0
CC(=O)NC1=NN(C(C)=O)C(c2sccc2C)S1 (configuration not stated),-1.1,10.3,.,-2.1,-3.6,-2.8,-2.7,0.7,i
O=C(COC(=O)c1ccc(O)cc1)Nc1ccc(S(=O)(=O)N2CCCC2)cc1,-2.3,2.5,2.1,-0.7,-0.9,2.2,0.3,3.4,-0.2
Cc1ccc(NC(=O)CSCC(=O)Nc2cccc(S(=O)(=O)N3CCCCCC3)c2)cc1,-2.5,11.9,-0.6,-4.1,0.4,24.6,.,4.5,-2.9
Cn1c(=O)c(=O)n(C)c2cc(S(=O)(=O)N3CCCC3C(=O)NCc3ccco3)ccc21 (configuration not stated),-1.3,27.3,0.0,-0.1,1.7,-1.7,-2.9,5.5,i
Cc1ccc(-c2nc(CS(=O)CC(=O)NCCN3CCCC3)c(C)o2)cc1 (configuration not stated),-0.3,15.4,1.1,-1.1,-2.1,2.7,-0.9,2.2,1.6
COc1cccc(/C=N/NC(=O)CNC(=O)C(c2ccccc2)c2ccccc2)c1O,-0.6,8.4,-0.5,-1.5,-0.3,-4.4,-0.7,2.6,-0.4
CC1CCN(C(=O)C(NS(=O)(=O)c2cccc3nsnc23)c2ccccc2)CC1 (configuration not stated),-1.1,13.7,.,1.5,0.2,3.3,-1.8,0.3,-1.8
O=C1COc2ccc(-c3csc(=Nc4ccc(OC(F)F)cc4)n3CC3CCCO3)cc2N1 (configuration not stated),0.5,-0.6,.,-0.6,0.6,2.2,-1.8,2.1,14.3
Cc1ccc(C)c(N2CCN(C(=O)c3ccc4nsnc4c3)CC2)c1,3.2,-7.4,0.6,7.1,-1.5,11.3,-2.0,-2.4,-0.4
CC(C)N1C(=S)SC(C)(C)C1n1oc(=O)n(-c2ccc(Cl)c(Cl)c2)c1=O (configuration not stated),0.3,2.4,.,-0.7,-0.5,0.4,-2.3,1.4,i
CCOC(=O)N/N=C/c1cn(Cc2ccc(F)cc2)c2ccccc12,0.0,5.6,1.9,.,-2.2,-2.9,-0.8,0.4,-0.4
Cc1ccc(C)c(NC(=O)C(c2ccccc2)N2CCN(CC(=O)NC3CC3)CC2)c1 (configuration not stated),1.5,-6.0,4.3,.,.,5.2,1.9,-0.1,i
Cc1ccc(S(=O)(=O)NCC(=O)NCC(=O)N2CCN(c3ncccn3)CC2)cc1C,-0.4,3.4,-2.4,-1.3,1.0,-6.3,-0.8,4.7,-0.7
CCOCCc1c(O)[nH]c(=S)[nH]c1=O,-0.6,0.0,-4.9,-3.9,0.3,-4.4,-0.6,1.0,-0.1
COc1cccc(NC(=O)CSc2nc(O)c(C)c(=O)n2-c2ccc(C)cc2)c1,0.0,0.0,-1.5,0.3,0.5,4.7,.,-0.8,-0.3
COc1ccc(-c2coc3c(C(=O)Nc4cc(OC)c(OC)c(OC)c4)cccc23)c(C)c1,.,-1.5,0.1,-0.9,.,44.1,0.0,-2.6,i
c1ccc(CCNc2ccc3nncn3n2)cc1,0.2,4.7,3.1,-0.7,-0.1,2.7,-0.1,1.9,-0.2

# From PubChem
